Screening data as filed in PubChem BioAssay.
eIF2B yeast act: modulators of yeast eIF2B activity; S. cerevisiae eIF2B-epsilon R284H, GCN4-lacZ luminescence; inhibition, % at 25 µM (by protocol); hit rate 0.91% among 27,000;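 active means mutant luminescence inhibited past about 50% while wild type luminescence and mutant growth stay under set limits, limit read from the data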; further: some compounds called inactive have numbers as strong as hits
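System: Yeast eIF2B-epsilon R284H mutant carrying GCN4–beta-galactosidase fusion | Read-out basis: Percent inhibition, luminescence and growth | Compound: 25 µM single dose | Times: 16 h at 30 °C exposure | Measured by: Luminescence and A595 | Buffer or medium: YPD medium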
Yeast tox: Inhibits yeast growth, turbidity readout. growth inhibition, % at 25 µM (by protocol). S. cerevisiae wild-type growth, A595 turbidity, 16 h. hit rate 0.3% among 30,000;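 active means mutant and wild-type yeast strains alike exhibit over 30% growth inhibition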;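 further: 0% = untreated cell controls and 100% = YPD media blanks without cells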
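Test system: Wild-type and eIF2Bepsilon-R284H mutant S. cerevisiae, screened separately | Dosing: Single 25 µM compound dose in 0.2% DMSO | Schedule: 16 h compound exposure during growth at 30 °C | Detection: A595 turbidity | Evaluation: Growth inhibition (%) versus cell controls and blanks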
Yeast tox inhibition %: recorded beside Yeast tox, whose call it bears; growth inhibition, %; S. cerevisiae eIF2Bepsilon-R284H mutant growth, A595 turbidity, 16 h;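 each compound tested once at 25 µM; 0% equals untreated cells and 100% equals cell-free medium blanks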
eIF2B yeast act mutant toxicity: also measured in eIF2B yeast act; calls as there; growth inhibition, %; measured here: mutant yeast growth, toxicity;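 each compound tested once at 25 µM; zero equals untreated control growth and 100 equals blank medium absorbance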
An asterisk follows results filed as active; . = not tested or not shown. This is a subset. The share of hits here may be higher or lower than overall.

Under each structure: eIF2B yeast act	eIF2B yeast act mutant toxicity	Yeast tox	Yeast tox inhibition %
Brc1cc2c(cc1Cn1c(-c3cncs3)nc3ccccc31)OCO2
 : 9	-46	-37	-46
CCCCOC(=O)CCNc1n[nH]c(=O)[nH]c1=O
 : 16	.	0	0
CCn1c(CC(=O)Nc2cccc(OC)c2)nnc1SCC(=O)Nc1nccs1
 : 1	.	.	.
CCCCN(CCCC)C(=O)CN(C)S(=O)(=O)c1ccc2c(c1)n(C)c(=O)c(=O)n2C
 : 10	-5	-16	-5
CC(C(=O)NC1CCCC1)N(Cc1ccc2c(c1)OCO2)C(=O)c1snc(C(N)=O)c1N (stereo unspecified)
 : 36	4	-1	4
COc1ccc(CCN(Cc2cc3cc4c(cc3[nH]c2=O)OCO4)C(C)=O)cc1OC
 : 14	.	2	0
COc1cc(S(=O)(=O)N(CCc2ccccc2)Cc2cccs2)ccc1-n1cnnn1
 : 35	-7	-27	-7
COc1ccc(-c2csc(N(CC3CCCO3)C(=O)c3ccc(C)cc3)n2)cc1 (stereo unspecified)
 : -9	4	24	4
COc1ccc(OCc2cccc(C(=O)Nc3cc(C)on3)c2)cc1
 : -24	-9	-22	-9
COc1c(N)c2ccccc2[nH]c1=O
 : 11	2	0	2
Cc1ccc(-c2ccc(=O)n(CC(=O)Nc3cccc(C(=O)N4CCN(C)CC4)c3)n2)cc1
 : -14	-68	11	-68
Cc1ccc(CNC(=O)CSc2c3c(nc4cc(Cl)ccc24)CCCC3)o1
 : .	.	19	8
OC(CNCC1CCCO1)Cn1c2ccc(Br)cc2c2cc(Br)ccc21 (stereo unspecified)
 : 95	100	87*	100*
CCC(=O)Nc1nnc(-c2ccncc2)s1
 : 16	16	12	16
Cc1ccccc1NC(=O)C1CC(=O)N(c2ccccc2F)C1 (stereo unspecified)
 : 32	6	11	6
COC(=O)C1CCN(C(=O)COc2ccc(Cl)cc2)CC1
 : 36	4	-14	4
Cc1ccccc1OCC(=O)Nc1ccc(C(N)=O)cc1
 : .	.	5	3
Cc1cc(C)n2nnnc2c1C#N
 : -23	7	7	7
Cc1ccc(S(=O)(=O)NCCC2(C(C)C)CCOC(C)(C)C2)cc1 (stereo unspecified)
 : .	.	9	18
Cc1ccc(Cn2c(C(=O)NCCCN3CCOCC3)cc3sccc32)cc1
 : 24	4	6	4

Additional records.
Under each structure: eIF2B yeast act	eIF2B yeast act mutant toxicity	Yeast tox	Yeast tox inhibition %
CCOC(=O)N1CCC(n2c(=S)[nH]c3ccccc3c2=O)CC1
 : .	.	-7	-5
C(=N\Nc1nn[nH]n1)/c1ccccc1
 : -58	14	6	14
CC1CCCN(c2nc3c(c(=O)n(C)c(=O)n3C)n2CCSc2nc3ccccc3o2)C1 (stereo unspecified)
 : 3	22	8	22
COC(=O)Nc1ccc(S(=O)(=O)N(C)CC(F)(F)C(F)F)cc1
 : 12	.	-3	0
O=c1c(N2CCOCC2)nsn1Cc1ccccc1
 : 17	8	4	8
OCCN(Cc1ccccc1)CC1CC=CCC1 (stereo unspecified)
 : 22	.	29	0
O=C1C2C3c4ccccc4C(c4ccccc43)C2c2nc3ccccc3n21 (stereo unspecified)
 : -19	.	.	.
O=C1C(C=NCc2ccncc2)=C(O)c2ccccc21
 : 8	23	18	23
O=C(O)C1Cc2ccccc2CN1C(=O)c1ccccc1Cl (stereo unspecified)
 : -11	-7	-6	-7
CCC(C)(C)n1nnnc1C(c1ccc2ncccc2c1)N1CCCC(C)C1 (stereo unspecified)
 : -10	23	-7	23
CC1CCN(S(=O)(=O)c2ccc3ccccc3c2)CC1
 : .	.	20	18
COc1ccc(N(CC(=O)NC2CCCCCC2)S(=O)(=O)c2c(C)nn(C)c2C)cc1
 : 14	-7	-30	-7
Cc1ccc(Oc2ccc(-c3nc(N)nc(N)n3)cc2)cc1C
 : .	.	5	8
COC(=O)C1CCN(C(=O)c2sc3nc(-c4ccc(F)cc4)cn3c2C)CC1
 : -19	12	1	12
COc1cc(NC(=O)c2ccco2)c(OC)cc1NC(=O)Nc1ccccc1Cl
 : -3	17	10	17
Cc1ccc(C(C(=O)NC(C)(C)C)N(C(=O)c2csnn2)c2ccccc2F)o1 (stereo unspecified)
 : 34	-3	8	-3
Cc1ccc(-n2c(SCC(=O)NCc3ccc4c(c3)OCO4)nnc2-c2cccnc2)c(C)c1
 : 10	-14	-1	-14
CCOCc1nnc(NC(C)=O)s1
 : -43	5	0	5
CCCOc1ccc(-c2nnc(-c3ccncc3)o2)cc1
 : 19	12	24	12
O=C(O)C(Cc1ccccc1)NS(=O)(=O)c1ccc2c(c1)OCCO2 (stereo unspecified)
 : -15	-10	-2	-10

3 entries already listed, ordered by molar mass, ascending.
Under each structure: eIF2B yeast act	eIF2B yeast act mutant toxicity	Yeast tox	Yeast tox inhibition %
CC1CCN(S(=O)(=O)c2ccc3ccccc3c2)CC1
 : .	.	20	18
CCOC(=O)N1CCC(n2c(=S)[nH]c3ccccc3c2=O)CC1
 : .	.	-7	-5
COc1cc(NC(=O)c2ccco2)c(OC)cc1NC(=O)Nc1ccccc1Cl
 : -3	17	10	17

The list continues:
Under each structure: eIF2B yeast act	eIF2B yeast act mutant toxicity	Yeast tox	Yeast tox inhibition %
CCCCn1c(SCC(=O)OC)nc2c1c(=O)n(C)c(=O)n2C
 : 9	.	.	.
O=C(c1cccs1)n1nc(-c2ccccc2)nc1NCc1ccc(F)cc1
 : 20	10	2	10
CC(=O)c1sc(NC(=O)C(C)C)nc1C
 : -9	-36	-9	-36
Cc1ccc(NC2OC(CO)C(O)C(O)C2O)cc1 (stereo unspecified)
 : 25	15	20	15
COc1ccc(OC)c(/C=c2\sc3nc(-c4cccs4)nn3c2=O)c1
 : 22	-20	-12	-20
COc1ccc(CCNC(=O)CCN2C(=O)COc3ccc(C)cc32)cc1OC
 : 26	10	-2	10
CCCCC(c1nnnn1C1CCCC1)N1CCN(C2CCCC2)CC1 (stereo unspecified)
 : 3	.	-8	0
CCN(CC)CCN(CC)Cc1ccccc1Br
 : -3	-3	5	-3
N#C/C(=C\c1ccc(N2CCOCC2)o1)c1nc2ccccc2[nH]1
 : .	.	0	-11
COc1c(F)c(F)c(C(=O)O)c(Nc2ccccc2C)c1F
 : 8	18	28	18
CCOc1ccc2[nH]c(=O)c(CN(CCO)C(=O)c3ccccc3F)cc2c1
 : 21	2	16	2
CCOC(=O)/C(=N/Nc1ccc(Cl)cc1)S(=O)(=O)c1ccccc1
 : 10	16	20	16
O=C(CN1CC(c2ccccc2)CC1=O)OCc1ccccc1F (stereo unspecified)
 : 4	12	-11	12
CC(=O)c1cccc(S(=O)(=O)N(CCCO)Cc2cc3ccc(C)cc3[nH]c2=O)c1
 : 2	-2	-4	-2
N#Cc1cc2c(nc1SC1CCCCC1O)CCCC2 (stereo unspecified)
 : -39	2	-2	2
c1ccc(-c2nc3nc4ccccc4nc3n2Cc2ccco2)cc1
 : 12	7	-3	7
FC(F)C(F)(F)C1=CC(c2cccs2)=NCCN1
 : -15	.	.	.
O=C(CSc1ccccn1)N1CCN(c2ccccc2)CC1
 : 18	-5	-1	-5
CCOC(=O)/C(=C\c1ccccc1)C(=O)c1cc(C(C)=O)c(Nc2ccccc2)s1
 : 18	.	-10	0
Cc1cc2cc(NC(=O)c3ccco3)ccc2[nH]1
 : .	.	6	15

Overlap with the part before: 2 compounds; new compounds follow.
Under each structure: eIF2B yeast act	eIF2B yeast act mutant toxicity	Yeast tox	Yeast tox inhibition %
CCOC(=O)/C(=C\c1ccccc1)C(=O)c1cc(C(C)=O)c(Nc2ccccc2)s1
 : 18	.	-10	0
Cc1cc2cc(NC(=O)c3ccco3)ccc2[nH]1
 : .	.	6	15
COc1ccc(-n2nc(C(=O)Nc3ccc4c(c3)OCO4)c3ccccc3c2=O)c(OC)c1
 : -17	5	-33	5
O=C(c1cnn2cccnc12)N1CCN(Cc2ccc3c(c2)OCO3)CC1
 : 26	-5	-7	-5
Cc1ccc(-n2c(C)nn(-c3ncc(C(F)(F)F)cc3Cl)c2=O)cc1
 : -37	6	12	6
O=C(Oc1ccccc1N1C(=O)CCC1=O)c1ccco1
 : 21	-18	-8	-18
O=C(O)CCCNc1cc(N2CCC3(CC2)OCCO3)c2noc3c2c1C(=O)c1ccccc1-3
 : 28	7	-1	7
CC(C)OCCCNC(=O)CCc1nc(-c2ccccc2)no1
 : 23	-4	0	-4
Cc1cc(C)nc(SCc2nnc(SCC(=O)Nc3nccs3)n2C)n1
 : -3	8	-4	8
Cc1cccc(-c2nc(CSCC(=O)NCc3cccs3)c(C)o2)c1
 : .	.	4	10
COC(=O)c1ccc(C(=O)Nc2ccc3nc(-c4cccnc4)[nH]c3c2)cc1
 : -3	.	-8	0
CN(C)c1ccc(-c2noc(C3CCN(S(=O)(=O)c4cccc(C(=O)O)c4)CC3)n2)cc1
 : 9	.	25	0
COc1ccc(CNC(=O)C2CC=CCC2C(=O)O)cc1OC (stereo unspecified)
 : -15	-8	2	-8
COc1cc(NS(=O)(=O)c2ccc(F)cc2)c(OC)cc1NC(=O)C1CC1
 : -39	.	.	.
COC(=O)c1nc(NC(=O)c2ccccc2)n[nH]1
 : 15	-12	-3	-12
CC(=O)Nc1nc2n(n1)C(c1ccc(Cl)cc1)C=C(C)N2 (stereo unspecified)
 : 14	14	22	14
CCOc1ccccc1-c1cc(-c2ccc(OC)cc2)nc2c1c(=O)n(C)c(=O)n2C
 : 21	-14	-25	-14
COc1ccc2c(c1)C(C)=CC(C)(C)N2C(=O)CNCc1ccc2c(c1)OCO2
 : 8	-22	1	-22
CCOc1ccccc1OCC(O)CNC (stereo unspecified)
 : -46	-4	0	-4
c1ccc2c(c1)OCC(c1csc3ncnc(N4CCCC4)c13)O2 (stereo unspecified)
 : .	.	0	5
CC(=O)NC1(c2cccc(F)c2)CCN(CC(=O)NC(C)C)CC1
 : 9	5	1	5
Cc1cc(/C=N/n2cnnc2)c(C)n1-c1ccccc1
 : .	.	13	10

Other entries follow:
Under each structure: eIF2B yeast act	eIF2B yeast act mutant toxicity	Yeast tox	Yeast tox inhibition %
O=C(NCc1ccccc1)c1cccnc1N1CCOCC1
 : 13	.	9	0
CCCNC(=O)N1CCN(C(=O)NCCC)CC1
 : 4	5	-4	5
COc1ccc(C(=O)NC(=S)N2CCC(C)CC2)cc1
 : 24	13	9	13
O=C(CCc1nc(-c2ccccc2)no1)NCc1cccnc1
 : 25	-33	7	-33
COCCn1c(=O)[nH]c2cc(C(=O)NCc3ccccc3)ccc2c1=O
 : .	.	-2	12
COc1cc(N2CCCC2)c(OC)cc1/C=C(/C#N)c1ccc(F)cc1
 : -20	.	.	.
COc1ccc(CNC(=O)C(C#N)c2nc3ccccc3nc2N2CCN(C)CC2)cc1 (stereo unspecified)
 : 21	14	22	14
CCNc1ccc(C(=O)OCC)cc1NC(=O)c1cccc(S(=O)(=O)N2CCOCC2)c1
 : 21	19	15	19
CCOc1ncccc1C(=O)OCC(=O)Nc1cc(C(=O)OC)ccc1C(=O)OC
 : 23	-14	-4	-14
COc1ccccc1N(C(C)=O)C1SC(=O)N(c2ccccc2)C1=O (stereo unspecified)
 : 4	-15	10	-15
CCOC(=O)N1CCN(S(=O)(=O)c2ccc(OC)c(Cl)c2)CC1
 : 7	4	-4	4
CC(C)CC(=O)N1CCN(C(=O)CCC2CCCC2)CC1
 : 3	-16	-6	-16
C=CCn1c(Cc2cccs2)nnc1SCC(=O)c1cccc(Br)c1
 : 11	-4	-1	-4
CN(Cc1nc2ccccc2n1C)S(=O)(=O)c1ccc(F)cc1
 : -14	8	6	8
COc1cc(C)c(Cl)cc1S(=O)(=O)N(C)C
 : 11	16	33	16
O=C(O)CSc1c2c(nc3cc(C(=O)N4CCOCC4)ccc13)CCCC2
 : -16	-18	-3	-18
Cc1cc2n(n1)C(c1cn(-c3ccccc3)nc1C)Nc1c(C)cccc1-2 (stereo unspecified)
 : .	.	13	-16
Cc1ccc(C(=C2C3C=CC2C2C(=O)NC(=O)C32)c2ccc(C)cc2)cc1 (stereo unspecified)
 : .	.	1	4
O=C(c1cnccn1)N(c1ccccc1)C1(C(=O)NC2CCCCC2)CCCCC1
 : 24	19	10	19
Oc1c(C=Nc2cccc3nsnc23)ccc2ccccc12
 : .	.	-21	15

(more compounds)
Under each structure: eIF2B yeast act	eIF2B yeast act mutant toxicity	Yeast tox	Yeast tox inhibition %
COc1ccc(S(=O)(=O)N(C)CC(=O)NCCC2=CCCCC2)cc1C
 : 21	22	11	22
CC(=O)Nc1ccc(S(=O)(=O)N(C)CC(=O)Nc2ccccc2N2CCOCC2)cc1
 : 1	-3	-18	-3
COc1cc2c(cc1OC)-c1cc(N3CCCc4ccccc43)nc(=O)n1CC2
 : 21	.	-4	0
CC(C)c1nc2n[nH]c(N)c2c2c1CSC(C)(C)C2
 : .	.	1	28
Cc1ccc(C2C(C(=O)O)c3ccccc3C(=O)N2C)c(C)c1 (stereo unspecified)
 : 9	.	14	0
CCSc1nc(=O)n(-c2ccccc2)c(C)c1C(C)=S
 : -14	-27	-7	-27
CC(C)[C@H](NC(=O)NCCc1ccc(F)cc1)C(=O)O
 : 13	4	-7	4
COc1ccc(Cl)cc1N/C(N)=N/c1nc(CSc2ccc(C)cc2)cc(=O)[nH]1
 : 9	25	9	25
